# Compound activity deposited in PubChem by National Center for Advancing Translational Sciences (NCATS).
# SNCA viab count – GF-AFC viability counterscreen for inhibitors of alpha-synuclein gene (SNCA) expression; HEK-293-SNCA-luc viability, GF-AFC fluorescence, 24 h; Potency, µM (series often up to 57.1 µM), for the others: at the top dose activity change, negative = cytotoxicity, hits mostly cytotoxic; 150,000 tested, 0.12% active;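 further: potency means the concentration at half of the fitted maximal effect; 0% = DMSO-treated cells and -100% = medium-only wells without cells; nearly all actives have a fitted effect of over 30% in size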
#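 Cytotoxicity counterscreen: after 24 h compound treatment of genome-edited SNCA-luciferase HEK-293 cells, live-cell protease substrate GF-AFC read by fluorescence after 30 min; activity scaled between DMSO (0%) and medium-only (-100%), curves Hill-fitted.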
# SNCA expr inh – Primary qHTS assay for inhibitors of alpha-synuclein gene (SNCA) expression; AID 1671194, 2021; Potency, µM (doses to about 57.2 µM), for the others: at the highest dose activity change, negative = inhibition, hits mostly inhibitors; 140,000 tested, 0.17% active; HEK-293 SNCA-luciferase knock-in, luminescence, 24 h;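 further: potency means the concentration at half of the fitted maximal effect; plate controls were DMSO cells for no effect and cell-free wells for full effect; nearly all actives have a fitted effect of over 45% in size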
# IP6K1 inh – Primary qHTS assay for small molecule inhibitors of Inositol hexaphosphate kinase 1 (IP6K1) | Inositol hexakisphosphate kinase 1 (Homo sapiens), Q92551 | IP6K1 kinase, ADP-Glo luminescence, 2 h; stronger effect = lower value | activity change, % (series mostly up to about 58 µM) | 140,000 tested, 0.81% active | AID 1645851, 2021; in the data active means activity change below about -25%
# Target sequence (Q92551 whole entry, looked up): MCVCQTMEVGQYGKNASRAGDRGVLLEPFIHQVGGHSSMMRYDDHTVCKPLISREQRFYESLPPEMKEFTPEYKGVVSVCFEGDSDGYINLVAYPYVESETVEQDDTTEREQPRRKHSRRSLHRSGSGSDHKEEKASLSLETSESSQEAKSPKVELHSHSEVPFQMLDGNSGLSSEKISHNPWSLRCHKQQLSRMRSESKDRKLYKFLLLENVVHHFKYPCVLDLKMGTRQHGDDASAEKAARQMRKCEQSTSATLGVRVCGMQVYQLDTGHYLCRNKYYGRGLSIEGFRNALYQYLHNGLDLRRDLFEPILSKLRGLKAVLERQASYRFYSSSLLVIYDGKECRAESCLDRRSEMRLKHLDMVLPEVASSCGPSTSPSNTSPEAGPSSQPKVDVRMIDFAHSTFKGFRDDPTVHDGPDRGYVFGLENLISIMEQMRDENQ
#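 ADP-Glo luminescence measures ADP made by human IP6K1 during a 2 h RT reaction with ATP/IP6 (mix at 1.3 mM/130 uM); top library doses 57.5 and 19.1 uM final.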
# FLuc inh – Firefly luciferase inhibition profiling of diverse chemical library using quantitative high-throughput screening | Potency, µM (top dose mostly 115 µM), inactives show at the highest dose activity change, negative = inhibition, most hits filed as inhibitors | 76,000 tested, 2.5% active | Luciferin 4-monooxygenase (Photinus pyralis), P08659 | purified P. pyralis luciferase, luminescence, biochemical; further: potency means the concentration at half of the fitted maximal effect; nearly all actives have a fitted effect of over 65% in size
# Target sequence (P08659 whole entry, looked up): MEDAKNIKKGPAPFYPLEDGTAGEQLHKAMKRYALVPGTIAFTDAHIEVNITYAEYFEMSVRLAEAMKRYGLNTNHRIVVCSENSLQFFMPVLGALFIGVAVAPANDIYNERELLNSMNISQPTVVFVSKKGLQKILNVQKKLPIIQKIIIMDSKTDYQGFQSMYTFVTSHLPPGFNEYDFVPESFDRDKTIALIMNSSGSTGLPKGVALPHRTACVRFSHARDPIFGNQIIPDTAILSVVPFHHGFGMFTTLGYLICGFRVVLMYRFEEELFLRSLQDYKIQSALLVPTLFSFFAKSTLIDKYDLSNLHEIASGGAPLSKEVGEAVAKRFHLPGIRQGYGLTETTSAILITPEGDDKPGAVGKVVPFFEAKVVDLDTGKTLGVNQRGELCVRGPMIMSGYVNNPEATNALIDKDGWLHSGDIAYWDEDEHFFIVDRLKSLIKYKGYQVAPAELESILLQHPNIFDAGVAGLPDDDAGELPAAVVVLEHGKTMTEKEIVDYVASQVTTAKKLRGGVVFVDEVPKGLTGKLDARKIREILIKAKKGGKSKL
#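 Cell-free enzyme assay, 10nM P. pyralis luciferase, luciferin and ATP each at 10uM. Inhibition profiled over a 6-point titration, read as luminescence.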
# HEK cytotox – Cytotoxic Profiling in HEK 293 Cell Line of Diverse Libraries Using Quantitative High-Throughput Screening | HEK 293 viability, ATP luminescence (CellTiter-Glo), 48-72 h | 94,000 tested, 6.6% active | Potency, µM (titrated, usually from 115 µM), for inactives: at the highest dose activity change, negative = cytotoxicity, most hits filed as inhibitors; further: potency means the concentration at half of the fitted maximal effect; nearly all actives have a fitted effect of over 60% in size
#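 Pintool-delivered compounds were incubated with HEK 293 cells (250 cells/well) at 37 degree Celsius for 48 or 72 hr. ATP-dependent luminescence (CellTiter-Glo) then reported remaining viable cells.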
# 3T3 cytotox – Cytotoxic Profiling in NIH 3T3 Cell Line of Diverse Libraries Using Quantitative High-Throughput Screening; NIH 3T3 viability, CellTiter-Glo ATP luminescence, 48-72 h; Potency, µM (top dose mostly 96.7 µM), without a hit: at the highest dose activity change, negative = cytotoxicity, usual class: inhibitors; 94,000 tested, 4.3% active; further: potency means the concentration at half of the fitted maximal effect; nearly all actives have a fitted effect of over 55% in size
#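 NIH 3T3 cells at 400 cells/well received 23 nL of compound by pintool and were incubated 48 or 72 h at 37 °C. Viability was read as ATP-coupled CellTiter-Glo luminescence.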
# GPT2 inhibitor – Primary qHTS assay for inhibitors of Glutamate pyruvate transaminase 2 (GPT2); Alanine aminotransferase 2 (Homo sapiens), Q8TD30; Recombinant GPT2, coupled pyruvate oxidase/HRP Amplex Red fluorescence; Potency, µM (doses to about 57.7 µM), without a hit: at the top dose activity change, negative = inhibition, hits mostly inhibitors; 100,000 tested, 0.25% active; AID 1671188, 2021; further: potency means the concentration at half of the fitted maximal effect; nearly all actives have a fitted effect of over 60% in size; many of its hits are not listed in these tables
#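 Inhibition is scored from Amplex Red fluorescence generated when pyruvate oxidase and HRP act on pyruvate released by GPT2. Reactions contain 10ng/uL enzyme, 250uM a-KG and 2mM L-alanine and run 30 min at room temperature.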
# Numbers without * were called inactive; i = inactive; ? = inconclusive; . = not tested or not shown; [ ] = dose if it differs, or a comment. Unless noted, the call rests on the fitted dose curve; in most records, active means well fitted curve in the direction sought with a large enough effect; inconclusive means small, poorly fitted or top-dose-only effect, or another doubt; inactive means no such curve, though single readings can be large; an effect the other way counts as inactive or inconclusive. Unless noted, on the % scale 0 is the no-effect control and ±100 the full control effect. This is a subset; rates above refer to the full screens.
# The opening 6 compounds as a preview:
SMILES,SNCA viab count,SNCA expr inh,IP6K1 inh,FLuc inh,HEK cytotox,3T3 cytotox,GPT2 inhibitor
Cc1cn2cc(CNC(=O)c3ccc(CN4CCCN(C)CC4)[nH]c3=O)nc2s1,-4%,?,14,-1%,-9%,5%,i
O=C(NCc1nnc2c(-c3nc(C4CC4)no3)cccn12)c1cccc2[nH]ccc12,-5%,-2%,11,3%,?,?,i
CCOC(=O)c1ccc(NC(=O)C2Cc3ccccc3CN2S(=O)(=O)c2ccc(Cl)cc2)cc1 (stereo not given),-1%,2%,7,.,.,.,.
CC1=C(C(=O)OC(C)C)C(c2cccc(F)c2)N2C(CC(=O)NCc3ccco3)=CSC2=N1 (stereo not given),5%,-8%,1,-4%,?,?,i
CC1(C)CNC(=O)c2nc(C3CCCN(Cc4ccccc4)C3)[nH]c2C1 (stereo not given),6%,14%,-9,0%,0%,0%,0%
Cc1ccc(NC(=O)CN2C(=O)c3ccccc3Sc3ncccc32)c(C)c1,6%,-10%,9,.,.,.,.

# All compounds of this part, repeating the preview:
SMILES,SNCA viab count,SNCA expr inh,IP6K1 inh,FLuc inh,HEK cytotox,3T3 cytotox,GPT2 inhibitor
Cc1cn2cc(CNC(=O)c3ccc(CN4CCCN(C)CC4)[nH]c3=O)nc2s1,-4%,?,14,-1%,-9%,5%,i
O=C(NCc1nnc2c(-c3nc(C4CC4)no3)cccn12)c1cccc2[nH]ccc12,-5%,-2%,11,3%,?,?,i
CCOC(=O)c1ccc(NC(=O)C2Cc3ccccc3CN2S(=O)(=O)c2ccc(Cl)cc2)cc1 (stereo not given),-1%,2%,7,.,.,.,.
CC1=C(C(=O)OC(C)C)C(c2cccc(F)c2)N2C(CC(=O)NCc3ccco3)=CSC2=N1 (stereo not given),5%,-8%,1,-4%,?,?,i
CC1(C)CNC(=O)c2nc(C3CCCN(Cc4ccccc4)C3)[nH]c2C1 (stereo not given),6%,14%,-9,0%,0%,0%,0%
Cc1ccc(NC(=O)CN2C(=O)c3ccccc3Sc3ncccc32)c(C)c1,6%,-10%,9,.,.,.,.
CCOc1ccc(C(=O)N2CCCN(c3cc(-c4ccc(OC)cc4)[nH]n3)CC2)cc1OCC,-9%,0%,-3,11%,?,-2%,i
CN1CCN(c2nc3c(c(=O)[nH]2)CCN(Cc2ccc(F)c(Cl)c2)CC3)CC1,0%,-4%,13,0%,?,?,i
CCCn1cnc2c1CN(C(=O)c1ccccc1)[C@H](C(=O)OC)C2,5%[87.6 µM],8%[87.6 µM],-7,-5%[172 µM],i,-19%[174 µM],i
COc1ccccc1NC(=O)Nc1ccc(=O)n2c1[C@@H]1C[C@@H](CN(C3CCN(C)CC3)C1)C2,-3%,-3%,4,1%,-15%,3%,4%
C[C@H](CCC(=O)O)[C@H]1CC[C@H]2[C@@H]3C(=O)C[C@@H]4CC(=O)CC[C@]4(C)[C@H]3CC(=O)[C@]12C,-10%[23.9 µM],-5%[25.6 µM],-1,.,.,.,i
CCOc1ccc(NC(=O)N2CC3CCCN3c3ccccc32)cc1 (stereo not given),-3%,3%,24,.,.,.,.
Cc1ccc(NC(=O)Cn2c(-c3ccc(F)cc3)nc(C)c(CCO)c2=O)cc1,-18%,-6%,-10,-2%,?,-29%,-12%
COc1cccc(Nc2nc3ccccc3c3nncn23)c1,-9%,47%[activator],-17,.,.,.,.
Cc1ccc(CNC(=O)Cn2cccc2C(=O)c2ccccc2C)cc1,3%,49%[activator],-1,.,.,.,.
Fc1cccc(CN2CCNc3cc(Nc4cccnc4)ncc3C2)c1,?,?,-10,35µM*,?,32µM*,?
CC1CCC2(CC1)NC(=O)N(CC(=O)Nc1cc(C(F)(F)F)ccc1Cl)C2=O (stereo not given),-4%,0%,0,2%,-23%,-4%,-14%
CSc1ccc(CCNC(=O)c2sc3ncccc3c2-n2cccc2)cc1,0%,?,-21,.,.,.,.
Cc1ccccc1C(=O)N1C(C(=O)NCc2ccccc2)COC12CCN(C(=O)c1ccco1)CC2 (stereo not given),1%,19%,2,-6%,-21%,?,i
O=C(Nc1cccnc1)c1cc(-c2ccnc(F)c2)ccc1OCc1ccccc1,-12%,.,6,.,.,.,4%
CCN(CC)c1cc2c(cc1F)c(=O)c(S(=O)(=O)c1ccccc1)cn2Cc1ccccc1,-12%,-18%,1,.,.,.,.
COc1ccccc1-c1ccnc(N[C@H]2CO[C@H]3[C@@H]2OC[C@@H]3NC(=O)c2ccc(C(F)(F)F)cc2)n1,-1%,-27%,1,-4%,?,?,-8%
CC(C)N1CCC(OCCCNC(=O)C2Cn3cccc3C(=O)N2)CC1 (stereo not given),-11%,-3%,2,11%,2%,1%,i
Cc1cccc(-c2cc(C3CCN(C(=O)Nc4ccccc4Cl)CC3)[nH]n2)c1,-2%,-12%,-3,0%,?,?,-4%
CN(Cc1nc(-c2ccccn2)no1)C(=O)C1CC2(CCNCC2)CN1 (stereo not given),6%,-12%,6,-7%,-3%,i,-9%
CC(C)C1=NOC2(CCCN(C(=O)c3ccccn3)C2)C1 (stereo not given),-2%[87.6 µM],11%[87.6 µM],10,.,i,i,4%[88.5 µM]
CCOC(=O)OCC/C(SC(=O)OCC)=C(\C)N(C=O)Cc1cnc(C)nc1N,5%[23.9 µM],25%[25.6 µM],12,.,.,.,-13%
O=C(Cc1ccc(F)cc1)N1CCC(c2nn(-c3ccccc3)c(=O)[nH]2)CC1,-5%,-9%,13,-9%,-28%,-26%,-1%
O=C(C1CCCN1C(=O)c1ccc(F)cc1)N1CCC(c2ccccc2)CC1 (stereo not given),-8%,23%,-3,.,?,-23%,3%
Cn1cc(-c2ccccc2Oc2ccccc2)c2nc(CN3CCNC(=O)C3)cn2c1=O,-10%[87.6 µM],39%[activator][87.6 µM],4,13%[172 µM],?,?,?
O=C(O)C1CCc2nnc(C3CCCN([S+](=O)([O-])c4cc(C(F)(F)F)cc(C(F)(F)F)c4)C3)n21 (stereo not given),-6%,-25%,6,.,4%,-2%,2%
CCC1=CC2CN(C1)Cc1c([nH]c3ccccc13)[C@@](C(=O)OC)(c1cc3c(cc1OC)N(C)[C@H]1[C@@](O)(C(=O)OC)[C@H](OC(C)=O)[C@]4(CC)C=CCN5CC[C@]31[C@@H]54)C2 (stereo not given in full),-41%[23.9 µM],.,10,.,.,.,i
Cc1cn2nc(C(=O)N3CCC(C(=O)NC4CCC(C)CC4)CC3)cc2c(=O)[nH]1 (stereo not given),10%,-8%,-3,-12%,2%,2%,i
CC(C)c1ccc(Nc2ncnc3c2c(-c2ccccc2)cn3-c2ccccc2)cc1,11%,-6%,9,.,.,.,.
Cn1cc(C(=O)NCc2ccc(Cl)cc2)c(=O)c2cc(S(=O)(=O)N3CCCCCC3)ccc21,?,143%[activator],24,.,.,.,.
O=C(NC[C@H]1OC[C@@H](NCc2ccccn2)[C@@H]1O)C1CCCC1,-11%[87.6 µM],-10%[87.6 µM],-4,2%[172 µM],3%[172 µM],2%[174 µM],0%[88.5 µM]
CCOC(=O)c1c(NC(=O)COc2cccc(C)c2C)sc2c1CCCCC2,-4%,34%[activator],14,.,.,.,.
Cc1noc(C)c1[S+](=O)([O-])N1CCC2(CC1)C(=O)NN=C2c1ccncc1,2%,45%[activator],-13,8%,i,-12%,i
Cc1cccc(-c2nccc3c(=O)cc(N4CCN(C)CC4)oc23)c1,?,-16%[87.6 µM],-16,-6%[172 µM],i,?,3%[88.5 µM]
Cc1ccc(-n2c3c(cc(C(=O)Nc4cccc(Cl)c4)c2=O)C(=O)CC(C)(C)C3)cc1,-1%,-19%,5,.,.,.,.
CC(=O)c1ccc(NC(=O)CCOc2ccccc2)cc1,3%,199%[activator],-3,.,.,.,.
COCCNC(=O)c1cccc2c1CCN2C(=O)C1CC1,3%,10%,-11,-3%,-2%,2%,-20%
CCc1cccc(C)c1NC(=O)c1cn2c3c(ccc(Cl)c3c1=O)OC(C)C2 (stereo not given),-1%,31%[activator],-13,.,.,.,.
CCOC(=O)c1ccccc1NC(=O)Cn1ncc2c1-c1ccccc1OC2,-3%,6%,35,.,.,.,.
CN(C)C[C@@H]1CN(c2ncccn2)C[C@H]1NC(=O)C1(C)CCOCC1,2%,-9%,31,-3%,1%,-12%,-19%
COc1ccc(C(=O)NC2CCN(c3nccc(Nc4ccc(C)cc4)n3)CC2)cc1,-27%,16%,2,.,35µM*,?,-5%
COc1ccc(/C=C/c2nc(C#N)c(N3CCN(c4ccccc4)CC3)o2)cc1OC,12%,21%,-16,.,.,.,.
CNC(=O)c1cc(C)nc2onc(C3CCCN3C(=O)OC)c12 (stereo not given),.,.,-10,.,-3%[172 µM],i,.
COc1cccc(C(=O)c2sc(Nc3ccc(F)c(Cl)c3)nc2N)c1,9%,3%,-16,.,.,.,.
Cc1ccc(CNC(=O)N2C[C@@H](Oc3ccccc3)C[C@@H]2C(=O)N2CCOCC2)cc1,-7%,-15%,18,1%,-19%,-16%,i
O=C(NC[C@H]1O[C@@H](CO)[C@@H](O)[C@H]1N1CCN(c2ccc(F)cc2)CC1)c1ccco1,3%,-21%,6,7%,3%,3%,-8%
COc1ccccc1N1CCN(C(=O)C[C@@H]2O[C@H](CNC(=O)NC(C)C)[C@@H](O)[C@H]2O)CC1,3%,?,1,0%,0%,i,1%
C=C[C@H]1[C@H](O[C@@H]2O[C@H](CO)[C@@H](O)[C@H](O)[C@H]2O)OC=C(C(=O)OC)[C@H]1C[C@@H]1c2cc(O)c(O)cc2CCN1C(C)=O,18%[23.9 µM],.,-13,.,.,.,3.2µM*
CCOC(=O)c1cc2c(=O)n3ccccc3nc2n(CC2CCCO2)c1=NC(=O)c1ccccc1OCC (stereo not given),?,40%,-13,.,.,.,.
COCC(=O)N1CCN2C(=O)c3cc(-c4cccc(C(F)(F)F)c4)ccc3NC(=O)[C@H]2C1,8%,4%,-5,0%,?,-25%,3%
O=C1NCCCCCN(C(=O)NC2CCCCC2)[C@H]2CCCC[C@@H]12,-4%,-17%,-2,-6%,-29%,-6%,1%
COc1ccc(OC)c2sc(N(Cc3cccnc3)C(=O)c3ccco3)nc12,-5%,39%[activator],-4,.,.,.,.
